Assay outcomes as filed in PubChem.
thrombin 1536: thrombin (human) inhibition | alpha-thrombin, Boc-VPR-AMC fluorogenic substrate cleavage | inhibition, % at 5 µM | 220,000 tested, 0.26% active;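 active means inhibition at or above 40%; inactive means inhibition below 40%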;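 further: 0% = enzyme with no compound and 100% = wells without enzyme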
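System: Human alpha-thrombin protein | Medium: pH 7.5 Tris (50 mM) with NaCl 150 mM, Tween 20 0.05% | Times: Enzyme reaction carried out at room temperature | Detection: AMC fluorescence, 355/460 nm | Evaluation: Percent inhibition scaled between no-compound controls and no-enzyme blanks | Benchmarks: Enzyme without compound as high, wells lacking enzyme as low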
L929 necroptosis: blocks zVAD induced death of L929 cells; 220,000 tested, 0.38% active; AID 1377; viability rescue, % at 10 µM; L929 zVAD necroptosis rescue, ATP luminescence, 24 h; with zVAD 60 µM;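 active means activation, scaled between plate controls, above about 75%, limit read from the data; inactive means activation under that limit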;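 further: 0% = zVAD with DMSO and 100% = DMSO alone without zVAD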
Rad51 HR inh: Rad51 (human) homologous recombination inhibition; Q06609; hRad51 DNA strand exchange, fluorescence dequenching; inhibition, % at 10 µM; 200,000 tested, 0.085% active;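 active means inhibition above 40% at the single screening dose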;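 further: 0% = DMSO control wells and 100% = blanks with heterologous ssDNA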
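Material: Human Rad51 nucleoprotein filaments preassembled on unlabelled ssDNA | Also added: Labelled 47-mer dsDNA for strand exchange | Dosing: Single dose, 10 µM final compound | Schedule: 30-min compound preincubation and 15-min exchange, both room temperature | Technique: Fluorescence dequenching at 485/520 nm | Measure: Percent inhibition relative to plate controls and blanks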
Hck Nef HTS: blocks Nef-activated human Hck kinase | inhibition, % at 20 µM | AID 463187 | 220,000 tested, 0.68% active | Recombinant Hck-YEEI plus Nef, Z-Lyte FRET kinase assay;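 active means Hck-Nef kinase inhibition above about 50%, limit read from the data; inactive means inhibition below that limit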;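 further: 0% = DMSO with Hck plus Nef and 100% = Hck alone without Nef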
Target sequence (P08631 whole entry, looked up): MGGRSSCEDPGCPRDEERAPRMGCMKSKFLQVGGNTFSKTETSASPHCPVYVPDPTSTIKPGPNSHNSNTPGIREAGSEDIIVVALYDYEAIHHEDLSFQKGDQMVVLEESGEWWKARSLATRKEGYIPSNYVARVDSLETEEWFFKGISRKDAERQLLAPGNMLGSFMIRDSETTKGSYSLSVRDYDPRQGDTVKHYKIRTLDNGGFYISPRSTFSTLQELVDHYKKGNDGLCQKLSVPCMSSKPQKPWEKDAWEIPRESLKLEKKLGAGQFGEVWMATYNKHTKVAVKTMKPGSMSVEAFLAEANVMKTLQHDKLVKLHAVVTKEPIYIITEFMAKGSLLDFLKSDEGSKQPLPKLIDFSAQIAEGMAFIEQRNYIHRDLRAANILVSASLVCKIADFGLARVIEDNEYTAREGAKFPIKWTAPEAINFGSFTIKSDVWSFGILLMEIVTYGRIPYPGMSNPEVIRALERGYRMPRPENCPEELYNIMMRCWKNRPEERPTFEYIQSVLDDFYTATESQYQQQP
Cl transport mod: KCC2 (human) Cl- transport modulation | 190,000 tested, 2.2% active | AID 1456 | Q9H2X9 | B-score of Tl+ flux slope (higher = more flux/activation; lower = inhibition) at 10 µM | KCC2 cells, thallium flux FluoZin-2 fluorescence;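 active means thallium flux slope and its plate-corrected score both differing from the plate sample mean at a set confidence after two filtering rounds, in either direction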;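 further: slope of fluorescence scaled to starting intensity during 10 to 20 s after thallium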
FXIIa inh: factor XIIa (human) inhibition; inhibition, % at 5 µM; purified FXIIa, Boc-QGR-AMC fluorogenic substrate, 2 h; 220,000 tested, 0.3% active; P00748; AID 800; in the data active means inhibition above about 40%;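 further: 0% = enzyme with no compound and 100% = blank without enzyme; many of its hits are not listed in these tables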
FXIa inh 1536: inhibitors of human coagulation factor XIa | purified FXIa, Boc-Glu-Ala-Arg-AMC fluorogenic substrate | P03951 | AID 798 | inhibition, % at 5 µM | 220,000 tested, 0.14% active;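 active means inhibition of at least 40%; inactive means inhibition below 40%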;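 further: fluorescence of freed AMC excited at 355 nm; 0% = enzyme without compound and 100% = no enzyme blank; many of its hits are not listed in these tables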
hK5 inh: inhibitors of human kallikrein 5; Q9Y337; recombinant hK5, fluorogenic AMC substrate cleavage; inhibition, % at 5 µM; 210,000 tested, 0.59% active; AID 873;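 active means inhibition of 40% or more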;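 further: 0% = enzyme controls without compound and 100% = no-enzyme blanks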
Target sequence (Q9Y337 67-293 limits assumed): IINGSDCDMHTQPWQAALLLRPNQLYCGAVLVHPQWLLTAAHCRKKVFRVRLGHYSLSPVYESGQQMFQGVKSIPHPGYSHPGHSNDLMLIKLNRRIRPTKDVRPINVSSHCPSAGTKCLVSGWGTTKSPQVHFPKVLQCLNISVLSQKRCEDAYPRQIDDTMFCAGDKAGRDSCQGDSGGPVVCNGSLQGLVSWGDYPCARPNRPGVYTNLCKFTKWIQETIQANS
TNF death inh: blocks TNF-alpha induced death of Jurkat FADD-/- cells; activation (protection from cell death), % at 10 µM; Jurkat FADD-/- TNF necroptosis rescue, ATP luminescence, 24 h; 0 = TNF only, 100 = no-TNF cells; 220,000 tested, 0.068% active; AID 463075;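 active means activation, meaning protection from cell death, of at least 50% relative to plate controls; inactive means activation below 50%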;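 further: necroptosis triggered by 40 ng/mL TNF-alpha added together with compound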
Starred values were filed as active, the others as inactive; / = no result given. The list is partial (hit frequency here may not be typical).

Screens in order – thrombin 1536	L929 necroptosis	Rad51 HR inh	Hck Nef HTS	Cl transport mod	FXIIa inh	FXIa inh 1536	hK5 inh	TNF death inh
COc1cc(-c2cn(S(=O)(=O)c3cccc4nsnc34)nc2N)cc(OC)c1OC
→ -2	0.7	-1	7	-1.3	6	2	5	-1.3
O=C(NC1CC1)C1=C[C@H](c2csc3ccccc23)C[C@H](OCCCCO)O1
→ -1	-0.9	7	9	-0.072	5	-1	3	0.0
COc1ccccc1Oc1ccc2c(c1)C(=O)N(c1cccc(O)c1)C2=O
→ 3	-0.2	-13	-1	0.0061	5	0	31	-5.9
CCC(C)[C@@H](N)C(=O)N/N=C/c1ccc2ncccc2c1 (stereo partly drawn)
→ -7	0.3	0	1	1.3	0	2	0	1.9
Cc1cccc(Oc2nc3ccccn3c(=O)c2/C=C(\C#N)C(=O)NC2CCS(=O)(=O)C2)c1 (stereo not drawn)
→ -7	0.4	/	11	0.089	9	6	-11	-1.4
Cc1ccccc1-n1c(=O)[nH]c(=O)c2c(N)c(C(=O)c3ccc(Cl)cc3)sc21
→ 0	0.8	6	0	0.68	9	2	-5	-0.3
Cc1ccc(Oc2ncccc2N)c2c1CCC2
→ -1	0.0	-20	1	-1	2	-1	-2	0.5
COc1ccc(CC(=O)NNC(=O)c2cnccn2)cc1
→ 0	-0.4	-2	-1	1.1	0	1	10	0.7
CSc1n[nH]c2nc3c(c(=O)n12)C1(CCCC1)Cc1ccccc1-3
→ -8	-0.2	10	-3	-1.5	5	4	-8	-0.4
CC12CCC(C(=O)Nc3ccccc3N3CCOCC3)(CC1=O)C2(C)C (stereo not drawn)
→ 9	-0.6	-3	1	-0.32	24	7	6	1.6
CCOC(=O)N1CCN(C(=O)c2oc3ccc(S(=O)(=O)N4CCCCCC4)cc3c2C)CC1
→ -1	0.2	3	0	0.35	15	9	-12	1.5
Cn1c(=O)oc2cc(S(=O)(=O)NCCC(=O)N3CC=C(c4ccccc4)CC3)ccc21
→ -4	0.3	-6	1	/	-15	-13	-1	-2.0
Cc1cccc(OCc2nc(-c3cccnc3)no2)c1
→ -1	0.2	1	-2	-0.67	2	7	-4	2.6
COc1ccccc1CNC(=O)C1(NC(=O)Nc2ccc(C)cc2)CCCCC1
→ -15	-0.5	-2	13	0.015	8	-5	0	-2.6
CCC(N=c1cc(-c2ccc(OC)cc2)oc2ccc(C)cc12)C(=O)O (stereo not drawn)
→ -9	-0.3	1	16	-0.03	5	2	-38	0.7
O=c1c2nccnc2[nH]c(=S)n1Cc1ccccc1Cl
→ -5	1.0	-10	-7	-1	5	-5	-2	-1.3
COCc1cc(=O)[nH]c(SCC(=O)c2ccccc2)n1
→ -1	0.3	-18	-2	0.073	4	-3	0	-1.0
Brc1ccc(CNc2cc3c(cc2Br)OCCO3)cc1
→ -1	-0.3	-2	-4	1.1	9	-1	4	-0.1
Cc1cc(NC(=O)C2CCCN2C(=O)Nc2c(C)cccc2C)ccc1-n1cnnn1 (stereo not drawn)
→ -1	0.0	-13	6	-0.73	20	12	-9	-0.4
CN(C)NC(=S)Nc1ccc(Cl)cc1
→ -6	0.8	0	-19	1	5	-5	-7	-0.5
O=C(COC(=O)/C=C/c1ccc(F)cc1)NCc1ccco1
→ -14	13	5	20	-0.86	1	-6	-8	0.7
CCOc1ccc(CCNC(=O)CSc2nnnn2C)cc1OCC
→ 4	1.0	35	22	0.91	3	-5	-9	0.6
CC(=O)Nc1ccc(SC[C@H](Cc2ccccc2)N2CCN(CC(C)C)CCC2=O)cc1
→ 36	0.2	-6	22	-0.19	5	0	3	0.3
OCC(CO)(CO)n1cnnn1
→ -3	-0.1	8	-1	-1.5	5	-12	-1	-1.5
COc1cccc(NC(=O)c2ccc3snnc3c2)c1
→ 3	-0.4	-4	8	-0.0093	16	5	-8	-1.2
Cc1ccc(-n2c(Cc3noc4ccccc34)n[nH]c2=S)cc1
→ -3	-0.3	/	2	1.6	5	0	/	-0.4
CN(C(=O)COC(=O)c1cc([N+](=O)[O-])ccc1Sc1ccccc1)C1CCS(=O)(=O)C1 (stereo not drawn)
→ -3	0.6	-3	20	-2.5	5	-2	-4	0.4
CCOC(=O)C1=C(C)NC2=C(C(=O)CC(C)(C)C2)C1c1ccsc1 (stereo not drawn)
→ 3	-0.9	-1	20	-1.2	9	1	-20	-2.0
N#Cc1cc([N+](=O)[O-])ccc1N1CCCC1
→ -3	0.1	/	7	0.014	7	3	-6	2.2
N=c1n(CCN2CCCC2)c2ccccc2n1CC(O)c1ccco1 (stereo not drawn)
→ -4	-0.1	-2	-1	/	6	-3	-17	-4.0
CC(NS(=O)(=O)c1ccc(OCC(=O)Nc2cccc([N+](=O)[O-])c2)cc1)c1ccccc1 (stereo not drawn)
→ -6	1.6	-8	1	-0.028	1	-5	-5	2.3
COc1cc(C)c(NC(=S)Nc2ccc(Cl)c(Cl)c2)cc1OC
→ -4	0.2	-4	3	0.88	4	4	-11	0.4
COCCOC(=O)c1c(C)oc2ccc(OCc3ccccc3)cc12
→ 3	/	/	-7	0.78	13	8	-10	0.9
O=C(NNC(=O)C1CCN(Cc2ccccc2)CC1)c1cccs1
→ -6	0.0	40	3	-0.72	3	-7	-12	0.5
COc1cccc(OCCNS(=O)(=O)c2cccc([N+](=O)[O-])c2)c1
→ -9	12	-4	20	0.19	5	0	-6	1.0
CS(=O)(=O)N1CCN(c2ccc([N+](=O)[O-])c(NCc3ccccc3)c2)CC1
→ 1	0.3	/	2	0.22	7	4	4	-6.1
Cc1ccc(NC(=O)Nc2sc(=S)n(C)c2C)cc1
→ 1	-0.4	/	92*	0.62	6	5	-28	1.3
COC(=O)Nc1c(-c2ccccc2)nc2ccccn12
→ -2	-0.7	-5	14	/	8	3	-23	0.5
COC(=O)c1cc2occc2n1Cc1cccc(C)c1
→ 1	-1.9	-5	15	0.64	7	1	4	1.4
CC(NC(=O)Nc1ccccn1)N1C(=O)C2C3C=CC(C3)C2C1=O (stereo not drawn)
→ 9	0.4	3	0	-0.021	2	-1	3	0.4

3 structures out of the list, arranged by length of the SMILES, highest first:
Screens in order – thrombin 1536	L929 necroptosis	Rad51 HR inh	Hck Nef HTS	Cl transport mod	FXIIa inh	FXIa inh 1536	hK5 inh	TNF death inh
CC(NS(=O)(=O)c1ccc(OCC(=O)Nc2cccc([N+](=O)[O-])c2)cc1)c1ccccc1 (stereo not drawn)
→ -6	1.6	-8	1	-0.028	1	-5	-5	2.3
COc1cc(C)c(NC(=S)Nc2ccc(Cl)c(Cl)c2)cc1OC
→ -4	0.2	-4	3	0.88	4	4	-11	0.4
COC(=O)c1cc2occc2n1Cc1cccc(C)c1
→ 1	-1.9	-5	15	0.64	7	1	4	1.4

Further records.
Screens in order – thrombin 1536	L929 necroptosis	Rad51 HR inh	Hck Nef HTS	Cl transport mod	FXIIa inh	FXIa inh 1536	hK5 inh	TNF death inh
O=C(CCc1nnc(-c2ccccc2)o1)NC1CCCCC1
→ -2	4.3	2	20	0.22	7	-4	0	0.5
CCCC/C(C)=N/NC(=O)C(=O)NCCc1ccccc1
→ 0	0.1	-3	1	-0.59	9	-3	3	-1.1
COc1ccc(CCNC(=O)COc2ccc(N(C)S(=O)(=O)c3ccc(Cl)cc3)cc2)cc1
→ -9	-0.3	0	-10	-0.53	4	-2	-1	0.1
CCN1CCN(CC(=O)Nc2ccc3c(c2)OCO3)C(=O)C1=O
→ -2	0.5	4	-1	0.38	8	2	-8	-0.1
Cc1ccccc1C(=O)Nc1c(C(=O)N2CCCC2)cnn1-c1ccccc1
→ -5	/	-4	-8	0.067	1	4	4	1.3
COc1ccc(Oc2coc3cc(OC(=O)/C=C/c4ccc(F)cc4)ccc3c2=O)cc1
→ -10	0.0	-4	5	0.53	8	2	-14	1.2
C=C(C)CSc1nnc(-c2cccc(Cl)c2)n1N
→ -15	2.0	-2	0	/	3	-10	-20	3.8
CCCCn1nnnc1SCC(=O)NCc1ccco1
→ -1	0.4	/	0	4.5*	18	5	-2	0.0
CN1CCN(C(=O)C2=C[C@H](C(C)(C)C)C[C@H](OCCCCO)O2)CC1
→ -4	-0.8	0	3	0.28	4	0	-4	0.3
O=C(/C=C/c1ccccc1Cl)NCc1cccs1
→ -7	1.2	13	1	0.72	6	1	-8	2.2

Among those listed so far, 5 contain a nitro group on carbon:
Screens in order – thrombin 1536	L929 necroptosis	Rad51 HR inh	Hck Nef HTS	Cl transport mod	FXIIa inh	FXIa inh 1536	hK5 inh	TNF death inh
CN(C(=O)COC(=O)c1cc([N+](=O)[O-])ccc1Sc1ccccc1)C1CCS(=O)(=O)C1 (stereo not drawn)
→ -3	0.6	-3	20	-2.5	5	-2	-4	0.4
N#Cc1cc([N+](=O)[O-])ccc1N1CCCC1
→ -3	0.1	/	7	0.014	7	3	-6	2.2
CC(NS(=O)(=O)c1ccc(OCC(=O)Nc2cccc([N+](=O)[O-])c2)cc1)c1ccccc1 (stereo not drawn)
→ -6	1.6	-8	1	-0.028	1	-5	-5	2.3
COc1cccc(OCCNS(=O)(=O)c2cccc([N+](=O)[O-])c2)c1
→ -9	12	-4	20	0.19	5	0	-6	1.0
CS(=O)(=O)N1CCN(c2ccc([N+](=O)[O-])c(NCc3ccccc3)c2)CC1
→ 1	0.3	/	2	0.22	7	4	4	-6.1

More records
Screens in order – thrombin 1536	L929 necroptosis	Rad51 HR inh	Hck Nef HTS	Cl transport mod	FXIIa inh	FXIa inh 1536	hK5 inh	TNF death inh
COc1ccc(Cc2nnc(N)s2)cc1OC
→ 3	-0.3	10	5	0.92	19	6	-7	0.2
Cc1ccc(NC(=O)N2CCCC(c3nc(-c4ccc(F)cc4)no3)C2)cc1 (stereo not drawn)
→ -2	0.1	5	24	-1.4	10	-2	-1	1.3
Cc1csc(-c2cnn(-c3ccccc3)c2NC(=O)c2cccc(F)c2)n1
→ 6	0.0	10	0	0.63	21	3	-1	0.2
COc1ccc(N2CCN(C(=O)c3cc4c(-c5ccc(Cl)cc5)nn(C)c4s3)CC2)cc1
→ 0	1.4	-1	0	/	14	6	0	2.0
